USP1-UAF1 inh = Inhibitors of USP1/UAF1: Primary Screen. recombinant USP1/UAF1, Ub-Rhodamine cleavage fluorescence. Potency, µM (doses to about 57.1 µM), for the others: top-dose activity change, negative = inhibition, most hits filed as inhibitors. 0.23% of 390,000 active. AID 743255, 2014; note: potency is the fitted concentration of half-maximal effect; % is set by controls: 0 for no effect and ±100 for the full control effect; nearly all actives have a fitted effect of over 60% in size; inactives centre near -12
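USP1/UAF1 complex at 1 nM was preincubated with compound for 15 min at room temperature, then Ub-Rho substrate (150nM final) was added. Fluorescence (480/540 nm) was read kinetically, 6 reads every 60 seconds.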
TRHR agonist = qHTS for Small Molecule Agonists and Allosteric Enhancers of Human TRH Receptor: Primary Screen for Agonists. TRHR cells, calcium flux fluo-8, FDSS agonist mode. activation, % at 2 µM. 0.18% of 360,000 active. AID 493084, 2011; in the data active = activation above about 30%; note: 0% is about no effect
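Steps: seed TRHR cells overnight; add fluo-8 no-wash Ca dye, RT 30 min–1.5 h; record 10 s baseline; pin-transfer compounds; monitor fluorescence 1 cycle/s for the agonist window. Calcium increases flag candidate agonists.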
TrxR1 substrate = qHTS Assay for Substrates of Mammalian Selenoprotein Thioredoxin Reductase 1 (TrxR1): qHTS; Thioredoxin reductase 1, cytoplasmic (Rattus norvegicus), O89049; purified TrxR1 substrate turnover, NADPH consumption readout; Potency, µM (highest dose often 114 µM), inactives show at the highest dose activity change, negative = substrate turnover; 0.01% of 390,000 active; AID 588456, 2011; note: potency is the fitted concentration of half-maximal effect; % is set by controls: 0 for no effect and ±100 for the full control effect; nearly all actives have a fitted effect of over 50% in size
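Rat TrxR1, dispensed at 90 nM, was prereduced with 400 uM NADPH (final) for 5 min at ~22 deg C, then incubated with compound 15 min before 400 uM selenite. A first-read NADPH fluorescence drop versus no-compound background flagged substrates.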
TrxR1 inh = qHTS Assay for Inhibitors of Mammalian Selenoprotein Thioredoxin Reductase 1 (TrxR1): qHTS | Thioredoxin reductase 1, cytoplasmic (Rattus norvegicus), O89049 | recombinant rTrxR1, NADPH fluorescence consumption, selenite substrate | Potency, µM (doses to about 114 µM), for the others: at the highest dose activity change, negative = inhibition, usual class: inhibitors | 1% of 390,000 active; note: potency is the fitted concentration of half-maximal effect; % is set by controls: 0 for no effect and ±100 for the full control effect; nearly all actives have a fitted effect of over 65% in size
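Rat TrxR1 (90 nM in the dispensed reagent) was pre-reduced with 400 uM NADPH for 5 min at room temperature, then incubated with compound for 15 min. After 400 uM selenite was added, NADPH fluorescence (Ex 340/Em 450 nm) was followed for 8 min.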
TRHR enhancer = qHTS for Small Molecule Agonists and Allosteric Enhancers of Human TRH Receptor: Primary Screen for Enhancers. Thyrotropin-releasing hormone receptor (Homo sapiens), P34981. 0.66% of 360,000 active. TRHR cells, fluo-8 calcium fluorescence, EC20 TRH enhancement. AID 493056, 2011. enhancement, % at 2 µM; in the data active = enhancement above about 30%; note: 0% is about no effect
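TRHR-expressing cells loaded with fluo-8 calcium dye were read kinetically (ex 480/em 530) during compound addition, then stimulated with an EC20 of TRH (10 nM final). Enhancement of the Gq-mediated intracellular calcium response was scored.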
D2 ag = HTS Assay for Allosteric Agonists of the Human D2 Dopamine Receptor: Primary Screen for Agonists | D(2) dopamine receptor (Homo sapiens), P14416 | HEK293 T-REx D2 cells, calcium flux agonist mode | activation, % at 2 µM | 0.53% of 340,000 active | AID 485358, 2010;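 active = activation over 3 SD above normal in the single-dose calcium agonist read, cut at about 30% in these data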; note: 0% is about no effect
Target sequence (P14416 whole entry, looked up): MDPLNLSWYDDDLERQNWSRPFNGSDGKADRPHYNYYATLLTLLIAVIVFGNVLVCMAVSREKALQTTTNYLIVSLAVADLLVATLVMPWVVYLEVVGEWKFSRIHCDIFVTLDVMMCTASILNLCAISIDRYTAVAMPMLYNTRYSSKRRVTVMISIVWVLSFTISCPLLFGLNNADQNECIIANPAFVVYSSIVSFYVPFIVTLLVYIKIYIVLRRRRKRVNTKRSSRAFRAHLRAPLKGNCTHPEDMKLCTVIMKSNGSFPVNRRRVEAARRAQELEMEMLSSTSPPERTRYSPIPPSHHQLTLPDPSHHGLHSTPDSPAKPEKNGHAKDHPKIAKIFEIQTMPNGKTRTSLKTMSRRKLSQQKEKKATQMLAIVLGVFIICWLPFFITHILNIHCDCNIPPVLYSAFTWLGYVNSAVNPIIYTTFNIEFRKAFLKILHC
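Calcium-flux readout, 1 cycle/sec over 180 s following compound pin transfer, in inducible HEK293 Trex D2 cells (force-coupled); dopamine controls included. Positive calcium responses during this window marked compounds as potential agonists.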
mIDH1 inhibitor = qHTS for Inhibitors of mutant isocitrate dehydrogenase 1 (IDH1): qHTS. 0.093% of 390,000 active. IDH1-R132H enzyme, NADPH consumption, diaphorase/resazurin fluorescence. Potency, µM (titrated, usually from 76.6 µM), for inactives: top-dose activity change, negative = inhibition, usual class: inhibitors. Isocitrate dehydrogenase [NADP] cytoplasmic (Homo sapiens), O75874; note: potency is the fitted concentration of half-maximal effect; % is set by controls: 0 for no effect and ±100 for the full control effect; nearly all actives have a fitted effect of over 65% in size
Target sequence (O75874 whole entry R132H, stated change not applied): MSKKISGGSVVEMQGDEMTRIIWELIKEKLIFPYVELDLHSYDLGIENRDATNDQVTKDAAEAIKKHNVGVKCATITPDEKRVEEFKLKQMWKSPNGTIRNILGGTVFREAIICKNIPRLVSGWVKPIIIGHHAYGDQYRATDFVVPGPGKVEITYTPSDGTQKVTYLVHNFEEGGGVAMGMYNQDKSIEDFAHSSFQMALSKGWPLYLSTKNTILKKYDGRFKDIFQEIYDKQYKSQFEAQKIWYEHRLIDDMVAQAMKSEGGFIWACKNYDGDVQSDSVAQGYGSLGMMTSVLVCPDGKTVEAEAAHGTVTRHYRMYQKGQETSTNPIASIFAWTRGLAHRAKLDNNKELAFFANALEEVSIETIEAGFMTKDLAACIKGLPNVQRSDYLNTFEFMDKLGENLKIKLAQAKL
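IDH1-R132H (0.5 ug/mL dispensed) in pH 7.5 Tris buffer was preincubated 30 min with compound, then given a substrate mix of 0.016 mM NADPH and 2 mM alpha-KG for 80 min at room temperature; remaining NADPH was read by diaphorase/resazurin fluorescence.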
D2 antag = HTS Assay for Allosteric Antagonists of the Human D2 Dopamine Receptor: Primary Screen for Antagonists. HEK293 TREx D2 cells, calcium flux, dopamine EC80. D(2) dopamine receptor (Homo sapiens), P14416. 2% of 340,000 active. inhibition, % at 10 µM. AID 485344, 2010; in the data active = inhibition above about 30%; note: 0% is about no effect
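Tetracycline-induced HEK293 TREx cells expressing D2 receptor forced-coupled to calcium signalling, loaded with no-wash calcium dye. Compounds added and calcium flux read 180 s, then dopamine added at EC80 and read a further 180 s.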
Pin1 inhibitor = qHTS Assay to Find Inhibitors of Pin1; Peptidyl-prolyl cis-trans isomerase NIMA-interacting 1 (Homo sapiens), Q13526; Pin1 FP peptide displacement, HiFluor488, 10 min; Potency, µM (titrated, usually from 115 µM), without a hit: at the top dose activity, negative = inhibition, usual class: inhibitors; 0.009% of 390,000 active; AID 504891, 2011; active = well fitted inhibition curve with a large enough effect in the polarisation, with a control signal flat, not every such curve was filed as active; inconclusive = small, poorly fitted or top-dose-only effect, or effect the other way, or a change in a side signal; inactive = no such curve, though single readings can be large or run the other way; the % refers to the polarisation; note: potency is the fitted concentration of half-maximal effect; % is set by controls: 0 for no effect and ±100 for the full control effect
Target sequence (Q13526 whole entry, looked up): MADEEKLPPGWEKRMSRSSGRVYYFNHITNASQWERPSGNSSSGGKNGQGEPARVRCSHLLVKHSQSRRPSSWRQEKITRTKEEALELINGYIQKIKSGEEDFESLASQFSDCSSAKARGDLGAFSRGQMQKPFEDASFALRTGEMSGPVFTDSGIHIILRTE
Numbers without * were called inactive; [ ] = dose if it differs, or a comment. Unless noted, calls come from the whole dose curve; as a rule, active = well fitted inhibition curve with a large enough effect; inconclusive = small, poorly fitted or top-dose-only effect; inactive = no such curve, though single readings can be large or run the other way. Some of the compounds tested (hit frequency here may not be typical).

O=C(NCC(c1cccnc1)N1CCOCC1)Nc1ccccc1 (centres undefined) was read as USP1-UAF1 inh -3%, TRHR agonist 1.4, TrxR1 substrate 9%[57.1 µM], TrxR1 inh 24%[57.1 µM], TRHR enhancer 4, D2 ag 0.0, mIDH1 inhibitor 16%, D2 antag -5 and Pin1 inhibitor 0%.
For COC(C[C@H]1O[C@H]1C(=O)[C@@H](C)OCc1ccccc1)OC the results were USP1-UAF1 inh -22%, TrxR1 substrate 1%[57.1 µM], TrxR1 inh 12%[57.1 µM], mIDH1 inhibitor -6% and Pin1 inhibitor -12%.
For Cc1ccc(-n2c(C)cc(/C=N/Nc3ccc([N+](=O)[O-])cn3)c2C)cc1 the results were USP1-UAF1 inh -18%, TRHR agonist 1.7, TrxR1 substrate -1%, TrxR1 inh -10%, TRHR enhancer -4, D2 ag 1.1, mIDH1 inhibitor 5%, D2 antag 1 and Pin1 inhibitor 17%.
For CC(Sc1ccc(S(=O)(=O)N2CCCC2)cn1)C(N)=O (centres undefined) the results were USP1-UAF1 inh -2%, TRHR agonist 0.4, TrxR1 substrate -3%, TrxR1 inh -11%, TRHR enhancer 5, D2 ag -0.2, mIDH1 inhibitor 8%, D2 antag 11 and Pin1 inhibitor -7%.
For CC(C)CNS(=O)(=O)c1ccc(CCC(=O)NCc2ccncc2)cc1 the results were USP1-UAF1 inh -14%, TRHR agonist 1.2, TrxR1 substrate -5%, TrxR1 inh 18%, TRHR enhancer 2, D2 ag 0.5, mIDH1 inhibitor -5%, D2 antag 1 and Pin1 inhibitor 0%.
Screening Cc1ccc(C)c(CNS(=O)(=O)c2c(C)[nH]c(C)c2C(=O)N2CCCCC2)c1 returned USP1-UAF1 inh -12%, TRHR agonist 0.0, TrxR1 substrate -3%, TrxR1 inh -5%, TRHR enhancer 4, D2 ag 0.5, mIDH1 inhibitor 0%, D2 antag 0 and Pin1 inhibitor 3%.
`O=C(NCc1ccc(N2CCCC2=O)cc1)NC1CCCCC1` gave USP1-UAF1 inh -11%, TRHR agonist 0.0, TrxR1 substrate 11%[57.1 µM], TrxR1 inh 12%[57.1 µM], TRHR enhancer -3, D2 ag 2.2, mIDH1 inhibitor 1%, D2 antag -20 and Pin1 inhibitor 1%.
Screening CCN(CC)C(=O)c1sc2c(c1C)c(=O)n(-c1ccc(Cl)c(Cl)c1)c(=O)n2Cc1cc(=O)n2ccccc2n1 returned USP1-UAF1 inh -1%, TRHR agonist -1.0, TrxR1 substrate 6%[57.1 µM], TrxR1 inh 1%[57.1 µM], TRHR enhancer 7, D2 ag -0.7, mIDH1 inhibitor -2% and Pin1 inhibitor inconclusive.
For Cc1nn(Cc2c(F)c(F)c(F)c(F)c2F)c(C)c1NC(=O)c1nn(C)cc1[N+](=O)[O-] the results were USP1-UAF1 inh -10%, TRHR agonist -0.1, TrxR1 substrate 0%, TrxR1 inh 27%, TRHR enhancer -2, D2 ag -1.3, mIDH1 inhibitor 8%, D2 antag -10 and Pin1 inhibitor -2%.
For COc1ccc2c(c1)CC(C)C/C2=N\NC(=O)c1ccco1 (centres undefined) the results were USP1-UAF1 inh -14%, TRHR agonist 0.9, TrxR1 substrate 5%[57.1 µM], TrxR1 inh 15%[57.1 µM], TRHR enhancer 2, D2 ag -0.4, mIDH1 inhibitor 1%, D2 antag 19 and Pin1 inhibitor -1%.
For O=C(NNC(=O)c1csc(-c2cccnc2)n1)c1ccccc1 the results were USP1-UAF1 inh -11%, TRHR agonist -1.0, TrxR1 substrate 7%, TrxR1 inh -2%[57.1 µM], TRHR enhancer 7, D2 ag -2.3, mIDH1 inhibitor 2%, D2 antag -2 and Pin1 inhibitor 1%.
Screening CC(Sc1ccc(Cl)cc1)C(=O)NNC(=O)c1ccco1 (centres undefined) returned USP1-UAF1 inh -11%, TrxR1 substrate 8%, TrxR1 inh 3%[57.1 µM], mIDH1 inhibitor 0% and Pin1 inhibitor 1%.
Screening N#Cc1ccsc1NC(=O)CN1CCCCCC1 returned USP1-UAF1 inh -10%, TRHR agonist 0.3, TrxR1 substrate -2%, TrxR1 inh inconclusive, TRHR enhancer 3, D2 ag -0.9, mIDH1 inhibitor -8%, D2 antag -19 and Pin1 inhibitor -1%.
Cc1ccc(C(=O)COC(=O)c2cc(-c3ccccc3)nc3ccccc23)cc1C was read as USP1-UAF1 inh -2%, TRHR agonist 1.3, TrxR1 substrate 7%, TrxR1 inh 16%, TRHR enhancer -4, D2 ag -1.0, mIDH1 inhibitor -12% and Pin1 inhibitor 8%.
For BrC(=C\c1ccccc1)/C=N/n1cnnc1 the results were USP1-UAF1 inh -17%, TRHR agonist 0.3, TrxR1 substrate 11%[0.0914 µM], TrxR1 inh -1%, TRHR enhancer 7, D2 ag 2.3, mIDH1 inhibitor 1%, D2 antag 11 and Pin1 inhibitor 6%.
For COc1ccc([N+](=O)[O-])cc1N(CC(=O)NCCCOC(C)C)S(C)(=O)=O the results were USP1-UAF1 inh -5%, TRHR agonist 0.2, TrxR1 substrate -8%, TrxR1 inh 3%, TRHR enhancer 1, D2 ag -0.3, mIDH1 inhibitor -6%, D2 antag 18 and Pin1 inhibitor 3%.
For COc1ccc(-n2c(SCC(=O)Nc3cc(C)on3)nc3c([nH]c4ccccc43)c2=O)cc1OC the results were USP1-UAF1 inh -1%, TRHR agonist -1.8, TrxR1 substrate -2%, TrxR1 inh -2%, TRHR enhancer 6, D2 ag -0.7, mIDH1 inhibitor 1%, D2 antag 6 and Pin1 inhibitor 15%.
For Cc1cc(NC(=O)CSc2nc(N)c(NC(=O)c3ccc(F)c(F)c3)c(=O)[nH]2)no1 the results were USP1-UAF1 inh -9%, TRHR agonist 0.9, TrxR1 substrate -11%, TrxR1 inh -13%, TRHR enhancer 0, D2 ag -1.0, mIDH1 inhibitor 8%, D2 antag 4 and Pin1 inhibitor -1%.
For Cc1csc(NC(=O)CCNC(=O)c2ccccc2Cl)n1 the results were USP1-UAF1 inh inconclusive, TRHR agonist -0.2, TrxR1 substrate 1%[57.1 µM], TrxR1 inh 15%[57.1 µM], TRHR enhancer 6, D2 ag -0.5, mIDH1 inhibitor -3%, D2 antag -15 and Pin1 inhibitor -2%.
For CC(C)(C)CN1CCN(CC#Cc2ccccc2)CC1CCO (centres undefined) the results were USP1-UAF1 inh -17%, TRHR agonist 1.4, TrxR1 substrate -6%, TrxR1 inh -18%, TRHR enhancer 2, D2 ag 0.0, mIDH1 inhibitor 12%, D2 antag -15 and Pin1 inhibitor -5%.
CN(C)c1ccc(/C=N/NC(=O)c2nonc2N)cc1[N+](=O)[O-] was read as USP1-UAF1 inh 4%, TRHR agonist -0.6, TrxR1 substrate -6%[57.1 µM], TrxR1 inh 14%[57.1 µM], TRHR enhancer 2, D2 ag -0.3, mIDH1 inhibitor 2%, D2 antag 5 and Pin1 inhibitor -11%.
Screening CCN(Cc1cc(=O)n2ccsc2n1)Cc1nc2cc(OC)c(OC)cc2c(=O)[nH]1 returned USP1-UAF1 inh -11%, TRHR agonist 0.9, TrxR1 substrate 1%, TrxR1 inh 0%, TRHR enhancer 0, D2 ag 0.7, mIDH1 inhibitor 2%, D2 antag -8 and Pin1 inhibitor -1%.
Screening CCN(CC)c1ccc(/C=N/N2C(=O)c3ccccc3C2=O)cc1 returned USP1-UAF1 inh -9%, TRHR agonist 0.1, TrxR1 substrate -1%, TrxR1 inh 4%, TRHR enhancer -2, D2 ag -0.1, mIDH1 inhibitor 2%, D2 antag -6 and Pin1 inhibitor 1%.
For CC(=O)Nc1ccc(N/C(=N\S(=O)(=O)c2ccccc2)c2ccccc2)cc1 the results were USP1-UAF1 inh -17%, TRHR agonist 0.4, TrxR1 substrate -12%, TrxR1 inh -14%, TRHR enhancer -5, D2 ag -0.3, mIDH1 inhibitor 1%, D2 antag 3 and Pin1 inhibitor 5%.
`COCCNC(=O)c1ccc2c(c1)ncn2-c1cc(C)ccc1OC` gave USP1-UAF1 inh 3%, TRHR agonist 0.1, TrxR1 substrate 5%[57.1 µM], TrxR1 inh 37%[activator][57.1 µM], TRHR enhancer 5, D2 ag -0.7, mIDH1 inhibitor 18% and Pin1 inhibitor 0%.
`CCc1nnc(N/N=C/c2ccc(O)c(OC)c2)n1N` gave USP1-UAF1 inh -14%, TRHR agonist 0.4, TrxR1 substrate -10%, TrxR1 inh 14%, TRHR enhancer 2, D2 ag 1.1, mIDH1 inhibitor 9%, D2 antag -5 and Pin1 inhibitor 0%.
Screening NNC(=S)NC1CCCCCCCCCCC1 returned USP1-UAF1 inh -15%, TRHR agonist -0.3, TrxR1 substrate -11%, TrxR1 inh -2%, TRHR enhancer 24, D2 ag 0.8, mIDH1 inhibitor inconclusive, D2 antag 7 and Pin1 inhibitor 2%.
`O=C(N/N=C/c1cn(-c2cccs2)nc1-c1ccccc1)c1ccccc1Cl` gave USP1-UAF1 inh -16%, TRHR agonist 0.2, TrxR1 substrate 4%, TrxR1 inh 2%, TRHR enhancer -2, D2 ag 0.2, mIDH1 inhibitor -17%, D2 antag 3 and Pin1 inhibitor 2%.

Compound activity from PubChem.
